Compound activity as filed in PubChem BioAssay.
TbREL1 inh: TbREL1 inhibition, primary screen; P86926; inhibition, % at 9.66 µM; 0.49% of 89,000 active; TbREL1 RNA ligation, FRET fluorescence;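 active = inhibition above the mean inhibition across all screened compounds plus 3 SD, cut at about 11% in these data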;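 note: 0% = plate median of test wells and 100% = NSC42067 control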
Target sequence (P86926 whole entry, looked up): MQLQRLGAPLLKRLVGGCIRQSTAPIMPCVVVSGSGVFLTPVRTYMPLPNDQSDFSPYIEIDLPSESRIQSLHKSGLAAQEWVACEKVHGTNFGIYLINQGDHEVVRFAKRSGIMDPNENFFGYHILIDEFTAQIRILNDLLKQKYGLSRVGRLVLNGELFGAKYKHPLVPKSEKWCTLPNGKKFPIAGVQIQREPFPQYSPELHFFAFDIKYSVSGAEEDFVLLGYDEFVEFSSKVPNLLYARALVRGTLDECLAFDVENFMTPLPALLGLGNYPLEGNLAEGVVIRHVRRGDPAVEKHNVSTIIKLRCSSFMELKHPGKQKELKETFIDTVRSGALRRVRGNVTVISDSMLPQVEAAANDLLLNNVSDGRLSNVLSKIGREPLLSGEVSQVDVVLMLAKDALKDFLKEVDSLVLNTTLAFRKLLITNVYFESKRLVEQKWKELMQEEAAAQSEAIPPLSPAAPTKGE
* hit, by the source's call. Not all compounds are listed; count on the stated rates, not on these rows.

SMILES	TbREL1 inh
CCCCNC(=O)C(Sc1ccccc1)c1ccccc1 (stereo not drawn)	-1
COc1ccc(C2CC(c3cccc(C(F)(F)F)c3)=NN2c2ccc(S(N)(=O)=O)cc2)cc1 (stereo not drawn)	6
O=C(Nc1ccc([N+](=O)[O-])cc1)N1CCN(C(=O)C2CCCO2)CC1 (stereo not drawn)	3
CCOc1ccccc1C(=O)NC(C(=O)N(C)Cc1ccc2c(c1)OCO2)C(C)C (stereo not drawn)	3
O=C1C=C(c2cccc(Cl)c2O)C[C@@H](c2ccc3c(c2)OCO3)C1	-2
O=C(OCc1cncs1)c1cccs1	-2
O=C(CSc1nnc(-c2ccc(O)cc2)o1)Nc1cccc(O)c1	-2
CSC1=NCCN1C(=O)COc1ccccc1	2
c1ccc(-c2nnc(-c3ccccc3)o2)cc1	-4
COC(=O)[C@]12C[C@H](CC(=O)N3CCN(C(=O)c4ccco4)CC3)C(=O)N(Cc3ccc(Cl)cc3Cl)C1=C[C@H](COCc1ccccc1)O[C@@H]2C	-6
Cc1cc(C(=O)Oc2ccccc2C(=O)O)c(C)o1	5
O=C(C[n+]1ccccc1)Nc1cc(C(F)(F)F)ccc1Cl	3
O=C1CCC[C@H]2C[C@H](NCc3ccc(F)cc3)CC[C@]23CCCN13	0
O=C(COC(=O)COc1ccccc1)Nc1ccc2c(c1)OCCO2	0
CCOc1cccc(C(=O)Nc2cc(-c3nn4c(C)nnc4s3)ccc2C)c1	0
CCc1cccc(C)c1NC(=O)CO/N=C(\N)CC(=O)NC1CCCCC1	-4
COC(=O)C1(Cc2cc(-c3ccc([N+](=O)[O-])cc3)no2)CCN(C(=O)OC(C)(C)C)CC1	-1
O=C(CCc1ccccc1)NNC(=O)c1ccncc1	-1
CC(OC(=O)c1cc(Br)ccc1O)C(=O)NCc1ccc2c(c1)OCO2 (stereo not drawn)	-2
CCCCCCc1cc2cc(S(=O)(=O)c3ccc(Cl)cc3)c(=O)oc2cc1O	4

18 consecutive entries from above:
SMILES	TbREL1 inh
CCCCNC(=O)C(Sc1ccccc1)c1ccccc1 (stereo not drawn)	-1
COc1ccc(C2CC(c3cccc(C(F)(F)F)c3)=NN2c2ccc(S(N)(=O)=O)cc2)cc1 (stereo not drawn)	6
O=C(Nc1ccc([N+](=O)[O-])cc1)N1CCN(C(=O)C2CCCO2)CC1 (stereo not drawn)	3
CCOc1ccccc1C(=O)NC(C(=O)N(C)Cc1ccc2c(c1)OCO2)C(C)C (stereo not drawn)	3
O=C1C=C(c2cccc(Cl)c2O)C[C@@H](c2ccc3c(c2)OCO3)C1	-2
O=C(OCc1cncs1)c1cccs1	-2
O=C(CSc1nnc(-c2ccc(O)cc2)o1)Nc1cccc(O)c1	-2
CSC1=NCCN1C(=O)COc1ccccc1	2
c1ccc(-c2nnc(-c3ccccc3)o2)cc1	-4
COC(=O)[C@]12C[C@H](CC(=O)N3CCN(C(=O)c4ccco4)CC3)C(=O)N(Cc3ccc(Cl)cc3Cl)C1=C[C@H](COCc1ccccc1)O[C@@H]2C	-6
Cc1cc(C(=O)Oc2ccccc2C(=O)O)c(C)o1	5
O=C(C[n+]1ccccc1)Nc1cc(C(F)(F)F)ccc1Cl	3
O=C1CCC[C@H]2C[C@H](NCc3ccc(F)cc3)CC[C@]23CCCN13	0
O=C(COC(=O)COc1ccccc1)Nc1ccc2c(c1)OCCO2	0
CCOc1cccc(C(=O)Nc2cc(-c3nn4c(C)nnc4s3)ccc2C)c1	0
CCc1cccc(C)c1NC(=O)CO/N=C(\N)CC(=O)NC1CCCCC1	-4
COC(=O)C1(Cc2cc(-c3ccc([N+](=O)[O-])cc3)no2)CCN(C(=O)OC(C)(C)C)CC1	-1
O=C(CCc1ccccc1)NNC(=O)c1ccncc1	-1

Single entries from the entries so far:
`COC(=O)[C@]12C[C@H](CC(=O)N3CCN(C(=O)c4ccco4)CC3)C(=O)N(Cc3ccc(Cl)cc3Cl)C1=C[C@H](COCc1ccccc1)O[C@@H]2C` in TbREL1 inh: -6
`O=C1C=C(c2cccc(Cl)c2O)C[C@@H](c2ccc3c(c2)OCO3)C1` in TbREL1 inh: -2

Carrying on:
SMILES	TbREL1 inh
CNC[C@H]1Oc2cc(Br)ccc2S(=O)(=O)N([C@@H](C)CO)C[C@H]1C	1
COc1ccc(CN2C(=O)C(CC(=O)NCc3ccco3)CC(C(=O)N(C(C)C)C(C)C)=C2C)cc1 (stereo not drawn)	-2
CCN(C[C@H]1N[C@@](C)(C(=O)OC)[C@H]2C(=O)N(Cc3ccccc3)C(=O)[C@@H]12)C(=O)c1ccccc1	6
COc1ccccc1-c1noc2c1C(=O)N(Cc1cn(C3CCCC3)nn1)CC2	-2
COc1cccc(C2C(C#N)=C(N)SC(c3ccccc3)C2[N+](=O)[O-])c1 (stereo not drawn)	0
C1=CC2CC1CC2CNCc1ccco1 (stereo not drawn)	0
COC(=O)CN1C(=O)[C@H]2[C@@H](C3CC3)N3C(=O)CN(Cc4ccc(-c5ccccc5)cc4)C(=O)[C@@]3(Cc3ccccc3)[C@H]2C1=O	-4
O=C(O)c1ccc(N/N=C/c2cc3cc4c(cc3nc2Cl)OCCO4)cc1	0
Cc1cc2nnc(SCC(=O)NCc3ccco3)n2c2ccccc12	5
COCCn1c(C)cc(C(=O)CSc2nc3ccccc3c(=O)[nH]2)c1C	-3
Cc1cccc(NC(=O)c2cc3n(n2)C(C(F)(F)F)CC(c2ccc4c(c2)OCO4)N3)c1 (stereo not drawn)	2
CCOCCCn1cnc2c([nH]c3cc(OC)ccc32)c1=O	0
CCC(=O)c1ccc(N2CCCC2)c(F)c1	-1
COc1ccc(S(=O)(=O)N2CCN(C(=O)C3CC(=O)N(c4ccccc4F)C3)CC2)cc1OC (stereo not drawn)	2
CN(C)c1cccc(-c2ccnc(N3CCC(C(N)=O)CC3)n2)c1	4
O=C1NC2(CCCCC2)C(=O)N1Cc1cc(=O)n2ccsc2n1	1
Cc1nc2ccccn2c1CN(C)C(=O)C1CCC(=O)N(CCc2cccc(F)c2)C1 (stereo not drawn)	1
CN(CC(=O)Oc1ccc(-c2nnco2)cc1)S(=O)(=O)c1ccc(F)cc1	0
Cc1cc2c(s1)c1cnn(Cc3cc(F)ccc3F)c(=O)c1n2C	5
O=C(CSc1nnnn1-c1ccccc1)NC(=O)NCc1ccco1	-1
COc1ccc(CNC(=O)CSC(=S)N2CCCC2)cc1	-1
COc1ccc(-c2csc(N3C(=N)SCC3=O)n2)cc1	5
O=C(COc1ccc(-c2nnco2)cc1)Nc1cc([N+](=O)[O-])ccc1F	1
COc1ccccc1Cc1c(-c2ccco2)nc2cc(C)c(Br)c(C)n12	4
COC(=O)c1ccc(NC(CC(C)C)C(=O)OC)c([N+](=O)[O-])c1 (stereo not drawn)	-1
CCCOP(=O)(c1ccc(N(C)C)cc1)C(O)c1ccncc1 (stereo not drawn)	0
O=C(Nc1nncs1)c1cccc(S(=O)(=O)N2CCCCC2)c1	2
O=C(N1CCN(S(=O)(=O)c2ccc(Cl)cc2)CC1)n1ccnc1	1
COC(=O)C1CCN(C(=O)CN2CCC(C(=O)c3ccc(C)cc3)CC2)CC1	-3
CN1CCN(S(=O)(=O)c2ccc(Oc3ccc(F)cc3Br)nc2)CC1	-4
Cc1ccsc1-c1cc2nc(Nc3ccc(F)cc3)n(C)c(=O)c2s1	3
C=CCNc1nc(C(=O)OCC(=O)c2cccc(Br)c2)cs1	1
O=C(Nc1cc(S(=O)(=O)N2CCOCC2)ccc1N1CCCC1)c1cccnc1Cl	-3
O=C1CC(NNC(=O)c2ccccc2)C(=O)N1 (stereo not drawn)	7
Cc1nn(Cc2ccccc2)c2sc(C(=O)NCc3cccnc3)cc12	2
COCc1nnc(NC(=O)c2cccc(NC(=O)C(C)C)c2)s1	-2
COc1ccccc1N1CCN(C(=O)C2CC(=O)N(c3ccccc3)C2)CC1 (stereo not drawn)	4
O=C(O)CCC(=O)c1ccc2sc3ccccc3c2c1	1
CC(C)CN(C(=O)COC(=O)Cc1c[nH]c2ccccc12)C1CCS(=O)(=O)C1 (stereo not drawn)	-4
Cc1cc(-n2c(C)cc(C(=O)COC(=O)CN=C3NS(=O)(=O)c4ccccc43)c2C)no1	-3
Cc1cc(C)c2c(n1)SCC(=O)N2CC(=O)Nc1ccc(F)cc1	3
O=C(CCCOc1ccc(Cl)cc1)NCC1CCCO1 (stereo not drawn)	-2
OCCC1CN(CC#Cc2ccccc2)CCN1Cc1ccccc1F (stereo not drawn)	-2
COc1ccc2nc(-c3ccccc3)nc(C3CCCCC3)c2c1	1
O=C(O)CN1C(=O)/C(=C/c2ccsc2)SC1=S	-2
Cc1ccc(C(C(=O)NCc2ccc(F)cc2)N(Cc2ccco2)C(=O)c2snc(C(N)=O)c2N)o1 (stereo not drawn)	-3
Cc1ccc(S(=O)(=O)Nc2ccc(C(=O)N3CCN(c4ccccc4O)CC3)cc2)cc1[N+](=O)[O-]	-3
CSCCC1(C(=O)O)NC(c2ccccc2O)C2C(=O)N(C(C)C)C(=O)C21 (stereo not drawn)	4
O=C(NCCCN1CCOCC1)C(=O)NCC1OCCCN1S(=O)(=O)c1cc(F)ccc1F (stereo not drawn)	3
COc1ccc(C2C(C(=O)c3ccco3)=C(O)C(=O)N2CCOCCO)cc1OC (stereo not drawn)	0
Cc1c(NC(=O)C(C)OC(=O)/C=C/c2ccco2)c(=O)n(-c2ccccc2)n1C (stereo not drawn)	3
COc1cccc(C(=O)NN2CC(O)=C(c3nc4ccccc4s3)C2=N)c1	0
COc1ccc(Cl)cc1NC(=O)CN1CCC(n2nnc3cc(F)ccc32)CC1	1
O=C(COC(=O)c1ccccc1O)Nc1cccnc1Cl	8
COc1cc(OC)cc(C(=O)N2CCN=C2SCc2cccnc2)c1	-3
CCN(CC)CC(C)OC(=O)c1cc(OC)c(OC)c(OC)c1 (stereo not drawn)	2
O=C(NCc1cc(C(F)(F)F)ccc1Cl)c1cccc2c1C(=O)c1ccc(N3CCCCC3)cc1S2(=O)=O	41*
CC(C)Oc1ccc2c(c1)OC(c1ccccc1)(C(F)(F)F)NC2=O (stereo not drawn)	7
O=C(Nc1nc(-c2ccccc2)cs1)c1cccs1	4
CSc1nc(-c2ccccc2)cc(C(F)(F)F)c1C#N	0

Further entries follow.
SMILES	TbREL1 inh
CCn1c(SCC(=O)Nc2cc(C)on2)nnc1-c1ccc(C)cc1	-2
CCCCOc1ccc2c(c1)/C(=C(\C(Cl)=C(Cl)Cl)[N+](=O)[O-])N2	10
COc1ccc(CONS(=O)(=O)c2ccc(NC(C)=O)cc2)cc1Cl	-1
COc1ccc2c(c1)S(=O)(=O)c1ccccc1N2	0
COc1cc(NC(=O)c2cc(C)on2)c(OC)cc1Cl	-3
Cc1ccc(-c2noc(CSc3nc(N)cc(N)n3)n2)cc1	0
O=C(O)c1ccccc1NS(=O)(=O)c1cccc2cccnc12	2
CCCS(=O)(=O)N1CCN(Cc2ccco2)CC1	1
COC(=O)c1ccc(S(=O)(=O)N2CCC(NC(=O)Cc3ccccc3)CC2)cc1	3
O=C(/C=C/c1ccco1)NC(=S)Nc1ccccc1Br	-1
CCCCn1nc2cc(C(=O)NCc3cc(C(F)(F)F)cc(C(F)(F)F)c3)ccc2c1OCC	2
CC(C)NC(=S)NNc1nc2ccccc2s1	-10
COC(=O)CSc1nnc(C)n1-c1ccc(C)cc1	6
Cc1ccc(-c2cc(C(=O)OCC(=O)Nc3cc(C)on3)c3ccccc3n2)c(C)c1	-1
O=C(CCl)Nc1cccc(CP(=O)(c2ccccc2)c2ccccc2)c1	0
CCN(CC)CCN(Cc1cc2cc3c(cc2[nH]c1=O)OCO3)C(=S)NCc1ccco1	3
Cc1c(NC(=O)CN2C(=O)c3cccc4cccc2c34)c(=O)n(-c2ccccc2)n1C	0
CC1(C)CC(=O)C(C(=O)c2ccccc2)C(=O)C1	-1
COc1ccc(OC)c(CN2CCN(CCCc3ccccc3)C(CCO)C2)c1 (stereo not drawn)	-2
CCOc1ccc(C(=O)CCC(=O)NCC(=O)Nc2c(C)cccc2C)cc1	-3
COC(=O)c1sc(SC)c(S(=O)(=O)C(C)C)c1N	1
CC(C)NC(=O)NC(=O)COC(=O)/C=C/c1ccccc1[N+](=O)[O-]	7
O=C(C1CCCO1)N1CCN(C(=S)Nc2cc(F)cc(F)c2)CC1 (stereo not drawn)	-4
c1ccc2[nH]c(SCc3cn4cccnc4n3)nc2c1	5
O=C(Nc1cccnc1)OC1CCCCC1	-1
OCCC1CN(Cc2ccc(Oc3ncccn3)cc2)CCN1Cc1ccc(F)c(F)c1 (stereo not drawn)	-1
COc1nonc1NCn1nc(C)cc1C	1
Cc1cc(O)cc(=O)n1-c1ccc(OC(F)F)cc1	5
CC(=O)c1ccc(N2CCN(C(=O)c3ccc4nc[nH]c4c3)CC2)cc1	3
O=C(N/N=C/c1cccc([N+](=O)[O-])c1)C1CC(=O)N(c2ccc(F)cc2)C1 (stereo not drawn)	-1
Cc1cccc(-n2cnc(C(=O)Nc3cccnc3)c2)n1	7
COc1cccc(-n2c(Cc3cc(=O)[nH]c(=O)[nH]3)nnc2SCC(=O)NC2CCCC2)c1	2
Nc1nnc(SCC(=O)Nc2cccc(S(=O)(=O)N3CCCCC3)c2)s1	2
O=C(O)c1ccc(CN2C(=O)c3ccccc3S2(=O)=O)cc1	1
CCOc1ccccc1OCC(=O)NN1Cc2ccccc2C1=N	-1
COC(=O)c1cnc(Oc2ccc(NC(=O)NC(=O)c3c(F)cccc3Cl)cc2)cc1C(F)(F)F	-1
c1ccc(CSc2nccc(-c3ccco3)n2)cc1	0
CCCCC1CCC(C(=O)N(C)CC(=O)Nc2cccc(OC)c2)CC1 (stereo not drawn)	-3
COC(=O)CN(c1ccccc1)S(=O)(=O)c1cc(Br)ccc1OC	4
Cc1ccnc(SCc2cc(=O)c(OC(=O)c3ccc(Br)o3)co2)n1	-1
O=C(CCc1ccccc1)NCCS(=O)(=O)N1CCN(c2ccccc2)CC1	2
COc1cc(C2NC(=S)NC3=C2C(=O)CCC3)ccc1O (stereo not drawn)	1
COCCCn1c(SCC(=O)NCc2ccco2)nc2sc3c(c2c1=O)CCC3	-1
CCCCNC(=S)N/N=C/c1ccc(C)s1	-3
COCCNC(=O)C1CCCN(C(=O)/C=C/c2ccccc2)CC1 (stereo not drawn)	-3
CCn1cc(C2Nc3ccccc3C(=O)N2O)c(C)n1 (stereo not drawn)	5
CCN1C(=O)c2cccc3c(S(=O)(=O)Nc4ccc(OC)cc4OC)ccc1c23	1
Cc1nn(C)c(C)c1NS(=O)(=O)c1ccc(Cl)s1	7
